Screening results as filed in PubChem BioAssay.
H9c2 TAG inh = triacylglycerol accumulation inhibition; H9c2 cells, Nile Red lipid (TAG) fluorescence; cells loaded with 200 µM oleic acid; inhibition, % at 12.5 µM; actives 0.66% (n = 230,000);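 active = pattern-corrected inhibition of lipid staining of at least 50% with the nuclear-stain viability signal not falling by more than 50%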;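 note: 0% = DMSO wells and 100% = triacsin C control wells; some results filed as inactive read as strong as hits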
H9c2 TAG inh DAPI viability = also measured in H9c2 TAG inh; calls as there; DAPI nuclei signal change (viability), lower = more cytotoxic, %;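 whole-well DAPI fluorescence read on a plate reader as a viability signal; minus 50 percent equals half of cells still viable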
The depositor's hits bear a star; ! = not confirmed by another sample. These rows are one share of the data; the hit share may differ from the screen's.

smiles	H9c2 TAG inh	H9c2 TAG inh DAPI viability
CCCN1C(=O)CC(Sc2ncccc2C(=O)O)C1=O (configuration not stated)	-0.9	4.5
CCOc1ccc(-c2nnc3ccc(SC(C)C)nn23)cc1	5.1	-6.1
O=S(=O)(NN=C(c1ccccc1)c1ccccc1)c1ccccc1	7.5	2.6
COc1ccccc1CNC(=O)c1ccc(-c2ccccc2)cc1	-14.2	-10.1
O=C(NCc1ccc(Cl)c(Cl)c1)c1cc(C2CCCCN2C(=O)OCCF)on1 (configuration not stated)	-17.5	11.9
O=C(COC(=O)c1ccccc1)Nc1ncc([N+](=O)[O-])s1	-7.1	0.2
O=C(CN1CCN(Cc2ccccc2Cl)C1=O)NCCCN1CCOCC1	-12.9	6.0
O=C(NCc1ccco1)c1ccc2c(=O)n(-c3ccccc3)c(=O)n(Cc3cccc(F)c3)c2c1	29.0	-14.5
O=C1N[C@@H](Cc2cnc[nH]2)C(=O)N2CCC[C@@H]12	-1.1	-8.8
CC(=O)OCC1=C(C(=O)O)N2C(=O)C(NC(=O)c3ccc(F)cc3)C2SC1 (configuration not stated)	-0.2	5.6
COC(=O)Cc1c(C)nc2nc(NCc3ccc(Cl)cc3)[nH]n2c1=O	-9.2	4.8
Cc1cccc(N2CCN(C(=O)c3cccc(S(=O)(=O)N4CCOCC4)c3)CC2)c1C	-7.1	4.0
O=C(O)c1ccc(C(=O)c2ccc3c(c2)C(=O)N(CCO)C3=O)cc1	-3.1	5.9
CCOC(=O)[C@H]1[C@H]2COc3ccccc3[C@@H]2N2C(=O)c3ccccc3NC(=O)[C@@]12C	-16.8	-2.3
N#CC(c1cccc(Cl)c1)c1ncc(C(F)(F)F)cc1Cl (configuration not stated)	-0.7	0.1
O=C(CNS(=O)(=O)c1ccc2ccccc2c1)NCCc1ccccn1	-3.3	-2.7
CN(Cc1cccs1)C(=O)COc1ccc(-c2nnco2)cc1	2.3	17.6
Cc1ccc(NC(=O)C(C)OC(=O)c2cc(=O)[nH]c3ccccc23)cc1S(=O)(=O)N1CCOCC1 (configuration not stated)	0.1	-5.7
CCOc1ccc(S(=O)(=O)N2CCCCC2)cc1NC(=O)Cc1cccc(C(F)(F)F)c1	16.9	-6.2
O=C(N/N=C(\c1ccccc1)c1cccnc1)c1ccc(O)cc1	8.2	-9.1
CCN1CCN(Cc2ccc(NC(=O)c3cc(NC(=O)c4cc5cccc(OC)c5o4)cc(OC)c3)cc2C(F)(F)F)CC1	59.8*!	19.8*!
COc1ccc(CN=Cc2c(C(=O)O)[nH]c3ccccc23)cc1	-1.7	0.2
O=C(c1cc(-c2ccncc2)nc2ccc(Cl)cc12)N1CCN(Cc2ccc3c(c2)OCO3)CC1	22.5	-11.6
CC(C)c1nc2oc3c(=O)[nH]cnc3c2c2c1CCC2	-5.8	-5.7
CCC(C)(C)NC(=O)c1ccc(S(=O)(=O)N(C)c2ccccc2OC)cc1	0.4	-8.8
CCOC(=O)c1cnc2ccc(C)cc2c1NCCO	-2.0	0.1
COc1ccc(Cl)cc1NC(=O)CCN1CCN(C)CC1	-3.5	9.3
Nc1nc(-c2ccccc2)nn1C(=O)c1ccco1	-11.0	3.6
COCc1c(C(=O)N2CCN(c3ccc(C(F)(F)F)cn3)CC2)oc2ccccc12	-0.6	1.0
O=C(CC1C(=O)OCN1C(=O)OCc1ccccc1)OCC(=O)c1ccccc1 (configuration not stated)	-7.7	2.0

Entries of single compounds from above.
`COc1ccccc1CNC(=O)c1ccc(-c2ccccc2)cc1` is entered as H9c2 TAG inh: -14.2; H9c2 TAG inh DAPI viability: -10.1
`O=S(=O)(NN=C(c1ccccc1)c1ccccc1)c1ccccc1` is entered as H9c2 TAG inh: 7.5; H9c2 TAG inh DAPI viability: 2.6
`CC(C)c1nc2oc3c(=O)[nH]cnc3c2c2c1CCC2` is entered as H9c2 TAG inh: -5.8; H9c2 TAG inh DAPI viability: -5.7

Reformatted field by field: two of the compounds above.
molecule: Nc1nc(-c2ccccc2)nn1C(=O)c1ccco1
  H9c2 TAG inh = -11.0
  H9c2 TAG inh DAPI viability = 3.6

molecule: COc1ccc(Cl)cc1NC(=O)CCN1CCN(C)CC1
  H9c2 TAG inh = -3.5
  H9c2 TAG inh DAPI viability = 9.3

Further results
smiles	H9c2 TAG inh	H9c2 TAG inh DAPI viability
CCC(=O)c1ccc(OCC(=O)OCC(=O)NCC2CCCCC2)cc1	0.3	8.7
O=C1Cc2cc(NS(=O)(=O)c3cc(F)ccc3F)cc3c2N1CCC3	-5.1	-1.3
C=C(C)C(=O)Nc1cccc(C2=NOC3(C2)C[C@@H](C(N)=O)N(C(=O)c2cc([N+](=O)[O-])cc([N+](=O)[O-])c2)C3)c1 (some centres not stated)	-3.0	-1.3
COc1cccc(N2CC(O)=C(c3ccccc3)C2=N)c1	-6.5	3.0
CCOC(=O)N1CCN(C(=O)CS(=O)(=O)c2cn(Cc3ccc(F)cc3)c3ccccc23)CC1	-6.9	-10.8
Cc1cccc(NC(=O)COC(=O)COc2ccc3c(c2)CCC3)c1	-0.5	6.5
COC(=O)c1[nH]c2ccc(Cl)cc2c1NC(=O)C1CC1	13.0	-11.5
O=C(NCCC1CCCCN1S(=O)(=O)c1ccccc1)C(=O)NCc1ccc(F)cc1 (configuration not stated)	-3.6	-7.5
Cc1nn(-c2ccccc2)c(Cl)c1/C=N/NC(=O)c1cccc(S(=O)(=O)N2CCCC2)c1	13.2	-1.4
CC(C)c1ccc(/C=C/C(=O)CCC(=O)O)cc1	-4.3	-6.4
CCOC(=O)C(=CNc1cc(C)ccc1[N+](=O)[O-])C(=O)OCC	-2.1	3.1
COc1cccc(C2C3CN(C)CC=C3C(C#N)=C(N)C2(C#N)C#N)c1OC (configuration not stated)	-31.4	2.7
CC1CCCCN1C(=O)c1c(Cl)cnn1C (configuration not stated)	-11.3	8.0
CC#CCN(Cc1ccco1)C(=O)C1CCC(=O)N(CCc2cccc(F)c2)C1 (configuration not stated)	-6.3	1.4
O=C(NNC(=O)c1cc2cc(Br)ccc2oc1=O)c1ccc(O)cc1O	-14.6	21.2
COc1ccccc1-c1cc(C(F)(F)F)nc(S(=O)(=O)CCCC(=O)Nc2cc(C)on2)n1	47.3	-35.7
COc1cccc(OCCNc2cc(N3CCCCC3)ccc2[N+](=O)[O-])c1	-18.6	-10.0
Cc1nc(/C(N)=N/OC(=O)c2c(-c3ccccc3Cl)noc2C)cs1	-10.2	-3.1
COc1ccc(OC)c2[nH]c(=O)c(CCNC(=O)COc3ccccc3)cc12	-5.6	-5.1
COc1ccc(OC)c(NC(=O)CSc2nnc(Cn3nnc4ccccc43)n2C)c1	-14.2	-4.0
O=S(=O)(NC(=S)NC1CCCCC1)c1ccc(Cl)cc1	1.1	4.7
O=C(COc1ccc(Cl)cc1Cl)NN1C(=O)C2C3C=CC(C3)C2C1=O (configuration not stated)	-2.8	13.3
Cc1nn(C)c(Oc2cccc(Cl)c2)c1C(=O)O	-6.3	8.6
O=C(COc1ccc(Cl)cc1Cl)NCCC1=CCCCC1	-15.8	21.4
O=C(NCCc1ccccc1)c1cccc(NC(=O)C2CCCC2)c1	9.2	-5.6
Cc1cc(NC(=O)c2ccc(C)c(C)c2)no1	15.5	-8.8
Cc1ccc(C)c(N2CCN(C(=O)c3ccc4c(=O)n5c(nc4c3)CCCCC5)CC2)c1	10.1	-11.5
CCOC(=O)c1nnn(CC(=O)NC(=O)Nc2ccc(F)cc2)c1C(=O)OCC	13.2	7.0
O=C(CSc1nc2nn(-c3ccccc3)c(=O)c-2c2n1CCCCC2)Nc1cccc(F)c1	5.8	-3.8
CN(C(=O)COC(=O)c1ccc(=O)n(Cc2ccccc2)n1)C1CCCCC1	18.3	5.6

Next part:
smiles	H9c2 TAG inh	H9c2 TAG inh DAPI viability
Cc1cc(/C=N/NC(=O)c2cccs2)c(C)n1-c1ccccc1	0.2	8.6
OCCC1CN(Cc2cccn2-c2ncccn2)CCN1Cc1ccc(F)cc1 (configuration not stated)	-3.2	-5.1
COC(=O)NCCOc1nc(N(C)C)nc(N(C)C)n1	-6.4	-2.7
CCCc1ccc(-c2c(C)sc(N)c2C#N)cc1	-19.6	2.3
C=CCNc1oc(-c2ccc(Cl)cc2)nc1C#N	2.2	-16.6
Cc1nsc(Nc2ccc([N+](=O)[O-])cc2)c1C#N	1.1	9.9
COC(=O)c1[nH]c2cc(OC)ccc2c1NC(=O)CCN1CCSCC1	3.2	-6.8
Cc1ccc(-c2csc(N3CCC(C(N)=O)(N4CCCCC4)CC3)n2)cc1	-19.0	10.5
C=CCn1c2ccccc2c2nnc(SCC(=O)OC)nc21	4.4	-7.4
Cn1c(SCCCC(=O)c2ccc(F)cc2)nnc1-c1ccncc1	4.0	9.6
Cc1ccc(SCC(=O)NC2CCCCCC2)cc1	11.6	-1.0
CCO[C@H]1OC(C(=O)N2CCN(Cc3ccc4c(c3)OCO4)CC2)=C[C@@H](C)[C@@H]1CCCO	2.1	0.0
COc1ccccc1CNC(=O)C1CC(c2cccc([N+](=O)[O-])c2)=NO1 (configuration not stated)	10.7	-2.6
S=c1[nH]nc(COc2ccc(Cl)cc2)n1Cc1ccccc1	-13.0	6.5
CC(C)(C)NC(=S)N/N=C/c1cccnc1	6.6	1.0
CC(C)(CNC(=O)c1ccc(S(=O)(=O)Nc2ccc(Cl)cc2)cc1)N1CCOCC1	-20.4	4.1
COc1ccccc1NS(=O)(=O)c1cc(NC(=O)C(C)C)ccc1N1CCCCC1	10.8	4.2
c1ccc(-c2ccccn2)nc1	8.0	2.7
Cc1ccc(S(=O)(=O)N2CCOCC2)cc1NC(=O)CNC(C)c1ccccc1 (configuration not stated)	-2.4	-1.5
CCOC(=O)C(C(=O)OCC)C(Nc1cccc(Br)c1)c1ccccc1 (configuration not stated)	-20.7	3.5
Cc1ccc(S(=O)(=O)N2CCC(=O)N(C(COCc3cccc(Cl)c3)C(C)C)CC2)cc1 (configuration not stated)	-5.9	-3.2
Cc1nc(-c2ccc(F)cc2)c(CC(=O)Nc2cc(S(=O)(=O)N3CCCCC3)ccc2C)s1	-3.7	-8.5
O=C(NC1CCCCC1)C(c1ccc(F)cc1)N(Cc1ccc2c(c1)OCO2)C(=O)c1cnsn1 (configuration not stated)	34.3	-11.6
COC(=O)c1cc(Br)c(=O)n(-c2ccc(F)cc2)c1	1.8	-4.8
Cc1cccc(OCC(=O)N(Cc2ccc(N(C)C)cc2)C2CCS(=O)(=O)C2)c1 (configuration not stated)	17.4	-4.3
O=C(NCC(=O)N1CC(O)CC1C(=O)N1CCCC1C(=O)OCc1ccccc1)OCc1ccccc1 (configuration not stated)	-6.5	-0.9
CC(c1ccco1)N(C(=O)COc1ccccc1[N+](=O)[O-])c1ccccn1 (configuration not stated)	-1.2	1.2
COc1ccc(OC)c(Nc2nc3nonc3nc2N2CCCC(C)C2)c1 (configuration not stated)	-6.0	9.7
CC1CCCCC1NC(=O)CN1C(=O)NC(C)(c2cc(F)ccc2F)C1=O (configuration not stated)	-8.7	-1.8
CCN(CC(=O)Nc1ccc(NC(C)=O)cc1)C(=O)c1ccc2c(c1)S(=O)(=O)N=C1CCCCCN12	-3.3	-3.1

Some values from the entries so far.
CCO[C@H]1OC(C(=O)N2CCN(Cc3ccc4c(c3)OCO4)CC2)=C[C@@H](C)[C@@H]1CCCO in H9c2 TAG inh DAPI viability: 0.0
COc1ccccc1NS(=O)(=O)c1cc(NC(=O)C(C)C)ccc1N1CCCCC1 in H9c2 TAG inh DAPI viability: 4.2
Cc1cc(/C=N/NC(=O)c2cccs2)c(C)n1-c1ccccc1 in H9c2 TAG inh: 0.2
COc1cccc(C2C3CN(C)CC=C3C(C#N)=C(N)C2(C#N)C#N)c1OC (configuration not stated) in H9c2 TAG inh: -31.4

Going on with the list.
The line under a structure holds: H9c2 TAG inh	H9c2 TAG inh DAPI viability
CC(Oc1ccccc1F)c1nnc(SCC(=O)c2c(N)n(C3CC3)c(=O)[nH]c2=O)o1 (configuration not stated)
    -24.2	-2.4
O=[N+]([O-])c1cccc(-c2ccc3nnc(SCc4ccccn4)n3n2)c1
    -4.3	5.4
Cn1c(N)c(C(=O)COC(=O)C2(c3ccc(Cl)cc3)CCCC2)c(=O)n(C)c1=O
    25.1	-2.7
COc1ccc(C(=O)COC(=O)c2ccc(Cl)nc2)c(OC)c1
    -8.8	4.5
CCOc1ccc(OCCOCCOc2c(Cl)cccc2Cl)cc1
    -37.3	2.8
CCOc1ccc(C2CC(=O)NC(SCC(=O)OC)=C2C#N)cc1 (configuration not stated)
    -13.9	1.0
CC(C)(C)c1ccc(-c2nc3cc(N)ccc3o2)cc1
    5.0	58.5
CCN(c1ccccc1)c1cc(C)nc2ncnn12
    -9.9	0.1
CC(C)c1ccc(NC(=O)Cn2c(=O)oc3cccnc32)cc1
    -11.5	-2.1
COc1ccc(CCN=C(N)NS(=O)(=O)c2ccc(OC)c(OC)c2)cc1OC
    -9.8	-3.6

Additional records:
The line under a structure holds: H9c2 TAG inh	H9c2 TAG inh DAPI viability
O=C(CNC1CCCC1)Nc1cc(Cl)ccc1[N+](=O)[O-]
    12.4	2.7
CCc1ccccc1NC(=O)CNC(=O)CCC(=O)c1cc(C)sc1C
    6.7	4.5
COC(=O)[C@@]12CCCN1[C@H](c1ccc(-c3ccc(F)cc3)c(OC)c1)[C@H]1C(=O)N(C)C(=O)[C@H]12
    6.6	-0.7
Cc1csc2nc(CNC(=O)c3cccc(C(F)(F)F)c3)cn12
    4.2	-11.3
CCN(CCNS(=O)(=O)c1ccc2c(c1)oc(=O)n2C)c1ccccc1
    -5.6	4.5
COc1ccc(C(=O)NCC(C)NC(=O)c2ccc(OC)cc2)cc1 (configuration not stated)
    9.9	-8.4
O=C(COC(=O)c1ccccc1F)Nc1ccc(S(=O)(=O)N2CCOCC2)cc1
    -0.4	-12.8
O=c1cc(-c2ccccc2)nc2nc(CCc3ccccc3)[nH]n12
    0.7	-2.0
O=S(=O)(c1cnc(Cl)c(Cl)c1)N1CCc2ccccc21
    1.2	10.0
COc1cccc(CN2CC(C(=O)NCCCn3cccn3)CCC2=O)c1 (configuration not stated)
    8.3	-6.9
COc1ccc(C(=O)Nc2cnc3ccccn3c2=O)cc1
    -4.8	2.8
